TbMetRS inhib: Trypanosoma brucei MetRS inhibition. purified T. brucei MetRS, ATP depletion, Kinase-Glo luminescence. inhibition, % at 11.9 µM. 360,000 compounds, 0.4% hits;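 active = inhibition above a per-plate cutoff of the control wells' mean inhibition plus 3 SD, cut at about 5.5% in these data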;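 also: 0% = DMSO wells median and 100% = median of wells with control inhibitor compound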
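technique = Kinase-Glo luminescence, ATP depletion format | system = purified MetRS (methionyl-tRNA synthetase) enzyme from Trypanosoma brucei | timing = 15 min preincubation, 2 h reaction, all 25 °C | evaluation = percent inhibition versus plate control medians | dosing = single dose, 11.9 µM final nominal, 0.9% final DMSO | also added = substrates ATP, L-methionine and bulk Escherichia coli tRNA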
MsrA inh: inhibits bovine methionine sulfoxide reductase A; purified bovine MsrA, absorbance read-out; inhibition, % at 15.5 µM; 360,000 compounds, 0.75% hits; in the data active = inhibition above about 4.5%;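 also: 0% = vehicle wells with enzyme and 100% = reference inhibitor wells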
E coli Lon inh: inhibits E. coli Lon protease. 360,000 compounds, 0.42% hits. purified E. coli Lon protease, fluorescence polarization. inhibition, % at 7.94 µM. AID 602123; in the data active = inhibition above about 13%, passing the limit was not always enough;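 also: 0% = enzyme with probe and DMSO and 100% = no enzyme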
DNMT1 inh: DNMT1 (human) enzyme inhibition; P26358; DNMT1 molecular beacon, Hinp1I cleavage, fluorescence; inhibition (reported as % activation of signal), % at 10 µM; 360,000 compounds, 0.83% hits; in the data active = inhibition above about 50%
Target sequence (P26358 504-1616 limits assumed): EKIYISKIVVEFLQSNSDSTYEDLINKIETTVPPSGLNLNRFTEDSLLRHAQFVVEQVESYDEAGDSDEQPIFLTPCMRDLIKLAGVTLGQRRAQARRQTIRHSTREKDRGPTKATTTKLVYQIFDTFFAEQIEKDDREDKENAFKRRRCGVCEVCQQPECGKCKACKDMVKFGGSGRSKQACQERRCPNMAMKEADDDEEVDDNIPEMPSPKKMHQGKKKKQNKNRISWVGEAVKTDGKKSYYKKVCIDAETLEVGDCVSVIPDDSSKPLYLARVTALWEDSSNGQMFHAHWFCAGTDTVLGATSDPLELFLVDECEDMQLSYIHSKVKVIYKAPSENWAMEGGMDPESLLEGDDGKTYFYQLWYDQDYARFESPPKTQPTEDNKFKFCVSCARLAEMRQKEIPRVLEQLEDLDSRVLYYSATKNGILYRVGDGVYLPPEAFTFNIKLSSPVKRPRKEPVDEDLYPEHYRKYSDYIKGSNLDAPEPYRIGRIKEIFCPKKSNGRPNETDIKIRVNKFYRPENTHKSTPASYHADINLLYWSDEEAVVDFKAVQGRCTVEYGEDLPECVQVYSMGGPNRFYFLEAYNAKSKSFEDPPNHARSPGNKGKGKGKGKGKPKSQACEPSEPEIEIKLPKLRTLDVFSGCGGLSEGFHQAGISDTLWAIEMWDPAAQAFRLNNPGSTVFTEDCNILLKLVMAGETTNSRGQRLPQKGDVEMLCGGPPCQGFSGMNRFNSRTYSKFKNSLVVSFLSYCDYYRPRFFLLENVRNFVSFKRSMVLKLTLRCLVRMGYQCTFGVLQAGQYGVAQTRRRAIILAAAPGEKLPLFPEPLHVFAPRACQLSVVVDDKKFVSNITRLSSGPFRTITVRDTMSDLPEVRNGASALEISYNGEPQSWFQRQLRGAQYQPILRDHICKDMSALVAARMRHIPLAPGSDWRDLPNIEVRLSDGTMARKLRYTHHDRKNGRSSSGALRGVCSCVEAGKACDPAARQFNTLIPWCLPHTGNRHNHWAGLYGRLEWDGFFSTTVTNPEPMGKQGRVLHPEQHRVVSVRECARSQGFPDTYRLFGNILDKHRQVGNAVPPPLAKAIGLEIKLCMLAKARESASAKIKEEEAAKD
NRP1-CendR mod: alters CendR peptide binding to human NRP-1; inhibition, % at 25 µM; FAM-RPARPAR peptide binding to NRP-1, fluorescence polarization; 360,000 compounds, 0.85% hits; O14786; AID 602438;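 active = inhibition or corrected inhibition above about 18%, plus a signal ratio from 0.5 to 1.5, limit read from the data, passing the limit was not always enough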; also: strong numbers were not always called active
MsrA act: activators of bovine methionine sulfoxide reductase A; purified bovine MsrA, absorbance read-out; activation, % at 10.6 µM; 360,000 compounds, 0.3% hits; AID 602163; in the data active = activation above about 7.5%;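 also: 0% = vehicle and 100% = reference activator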
STEP block: inhibitors of human striatal-enriched phosphatase STEP; recombinant STEP, OMFP fluorogenic substrate, fluorescence; P54829; 360,000 compounds, 0.25% hits; inhibition, % at 20 µM;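 active = inhibition at 20 µM, scaled per plate between control wells, above about 37%, limit read from the data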;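 also: 0% = DMSO with enzyme and substrate and 100% = substrate only without enzyme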
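Test system: STEP tyrosine phosphatase / Reagent: OMFP at 25 µM / Doses: 20 µM, 1% DMSO / Read-out: percent inhibition scaled to no-enzyme and uninhibited-enzyme controls, plate-pattern corrected / Detection: FITC-channel fluorescence of OMFP product / Medium: Bis-Tris buffer pH 6.0, 2.5 mM DTT, 0.005% Tween 20 / Schedule: 20 min at room temperature, dark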
Scp-1 inhibitor: inhibitors of human Scp-1 phosphatase; inhibition, % at 20 µM; 340,000 compounds, 0.88% hits; Q9GZU7; Recombinant Scp1, phosphopeptide, malachite green phosphate absorbance;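 active = inhibition above about 50% at 20 µM, limit read from the data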;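 also: plate controls were DMSO wells with enzyme for no effect and wells lacking enzyme for full effect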
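Material: truncated SCP-1 phosphatase (76-261aa) / Buffer or medium: 50 mM Tris acetate pH 5.5, 0.005% Tween-20, 10 mM MgCl2 / Compound dosing: one concentration, 20 µM, with 1.0% DMSO / Incubation: 45 min room-temperature reaction, 5 min colour, 30 min stabiliser / Detection: colorimetric free-phosphate detection, absorbance 630 nm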
LMPTP inh: blocks human LMPTP phosphatase; inhibition, % at 20 µM; P24666; 360,000 compounds, 0.22% hits; recombinant LMPTP-A, OMFP fluorogenic substrate, fluorescence intensity; AID 651560;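 active = compounds that cut the enzyme signal by at least half of the control window in the single-dose screen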;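 also: plate controls were DMSO wells with enzyme plus substrate for no effect and substrate without enzyme for full effect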
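Assay system: LMPTP-A enzyme. Input: 0.625 nM LMPTP-A final. Probe or stimulus: 400 µM OMFP. Compound dosing: single 20 µM dose. Schedule: 50 min dark incubation at room temperature. Detection: fluorescence intensity of OMFP turnover product. Read-out: percent inhibition versus substrate-only and uninhibited controls. Benchmarks: no-enzyme low control, uninhibited high control.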
SUMO1-SIM PPI: alters human SUMO1 binding to SIM partners | SUMO1 binding to a labelled peptide, TR-FRET, 1 h | inhibition, % at 20 µM | 360,000 compounds, 0.33% hits; in the data active = inhibition above about 37%
Active calls of the source: *; / = no result given. Rows are unselected, and some 4.3% of all compounds hit somewhere here.

Value order – DNMT1 inh	MsrA act	E coli Lon inh	SUMO1-SIM PPI	TbMetRS inhib	NRP1-CendR mod	Scp-1 inhibitor	STEP block	LMPTP inh	MsrA inh
O=C(CCNS(=O)(=O)c1ccccc1)NCC1CCCCC1
    0	-7	11	6	-0.3	11	1	-2	-1.0	-0.5
CN(CCOc1ccccc1)CC(=O)Nc1ccc(Cl)cc1[N+](=O)[O-]
    3	1	1	-25	0.6	7	-7	4	0.0	0.5
O=C(c1cc(C2CC2)nn1-c1ccccc1)N1CCN(Cc2ccccc2)CC1
    7	0	5	-5	0.2	4	/	0	-0.9	-1.3
CCOc1ccc(CN2C(=O)c3ccccc3C2=O)cc1C(=O)NC1CC(C)(C)NC(C)(C)C1
    5	-2	-9	-6	0.0	13	-1	-3	-0.9	-0.5
Cc1ccsc1/C=N/n1c(-c2ccncc2)n[nH]c1=S
    17	5	4	-2	0.2	13	9	1	-1.4	0.8
O=C(COc1ccccc1)Nc1ccccc1Oc1ccccc1
    6	-2	2	-3	-0.1	3	-9	1	1.7	-1.2
C=CCn1c(SCc2ccccc2)nc2scc(-c3ccc(C)o3)c2c1=O
    5	-4	-2	2	-0.7	-4	5	1	3.1	-0.8
CC(C)NC(=O)C1(C)CCCN1Cc1ccccc1 (stereo not drawn)
    3	-2	-7	4	-0.1	-2	/	1	-2.9	2.6
COc1ccc(-n2c(O)c(C=NCc3ccccn3)c3ccccc3c2=O)c(OC)c1
    -6	-4	8	-18	-0.1	-4	3	3	0.3	1.7
CC1=C(C(=O)N(C)C)CC(CC(=O)NCc2cccc3ccccc23)C(=O)N1Cc1ccc(F)cc1 (stereo not drawn)
    2	0	-3	-3	-0.4	16	/	0	-1.6	-0.3
CCOc1ccc(NC(=O)CSc2n[nH]c(N)n2)c([N+](=O)[O-])c1
    3	-3	-1	-14	1.5	-12	-9	2	-1.9	-0.5
Cc1cc([N+](=O)[O-])c(C(C)(C)C)cc1N
    0	-7	-6	-3	-0.1	1	4	-10	2.5	2.3
CCCN1CNC(=S)N(c2cccc(C)c2C)C1
    3	0	-12	0	-0.4	-3	-5	1	-0.9	0.4
CCOC(=O)CCSCC(=O)Nc1nnc(C)s1
    1	-4	-3	0	-0.8	-3	-4	2	-1.6	-0.4
CN(c1ccc(OCC(=O)OCC(=O)Nc2ccc([N+](=O)[O-])cc2)cc1)S(=O)(=O)c1cccs1
    -7	-6	2	-15	-0.2	32*	-6	0	3.5	0.9
Cn1c(-c2ccccc2)cc(=O)c2ccccc21
    7	-3	-2	-5	-0.7	-4	-15	-1	0.9	1.8
COc1ccc(S(=O)(=O)Nc2ccccc2N2CCOCC2)cc1OC
    2	-7	-8	2	-0.4	2	-2	-1	0.2	-0.6
COCCN1C(=O)C(O)=C(C(=O)c2cccs2)C1c1ccccc1 (stereo not drawn)
    -6	-3	4	-2	0.3	-5	1	1	-0.2	1.2
CCCCN(CCCC)C(=O)C1CC=CCC1C(=O)O (stereo not drawn)
    2	-4	-8	-4	-1.2	22	-3	2	-0.9	2.4
O=C(CNc1ccc2ccccc2c1)N/N=C/c1ccc(C(=O)O)cc1
    4	-9	1	-16	-0.5	-12	2	0	-0.1	2.2
O=C(Nc1ccc2c(c1)OCO2)O[C@@H]1C[C@H]2CCC(=O)N3CC[C@@H](C1)[C@@H]23
    -2	0	-4	1	-0.3	21*	-8	0	-1.7	0.5
CC(=O)Nc1ccccc1OCc1nnc(-c2ccc(Cl)cc2)o1
    0	-3	16	2	-0.6	-9	1	-4	-2.6	0.4
CCOC(=O)C1CCCN(C(=O)Nc2ccccc2)C1 (stereo not drawn)
    1	-7	-1	0	-0.8	-20	-6	0	-0.5	0.7
O=C(CSc1nnnn1-c1ccccc1)c1ccc(O)cc1O
    3	-7	-6	-1	-0.2	-28	14	0	0.8	3.7
Cc1ccc(S(=O)(=O)N2CCN(C(=O)CSC3CCCC3)CC2)c(C)c1
    -2	-4	2	1	-3.3	-4	3	-1	0.8	0.2
COc1ccccc1NC(=O)Nc1nc2ccc(S(N)(=O)=O)cc2s1
    -7	-4	-32	-3	0.0	-67	-5	-2	-1.4	0.8
CC1CCN(S(=O)(=O)c2ccc(NC(=O)CCN3C(=O)c4ccccc4C3=O)cc2)CC1
    -4	6	-3	-10	-0.4	5	-8	0	0.4	/
Cc1ccccc1C(=O)Nc1ccc(N2CCN(C)CC2)nc1
    0	-8	12	-1	-1.6	-5	0	-2	-0.7	0.1
COc1cc(C=O)ccc1OCC(=O)N1CCCC1
    10	-8	-1	1	-0.4	-4	3	1	0.3	-0.3
CN(Cc1ccccc1)C(=O)c1ccccc1N(C)S(=O)(=O)c1ccccc1
    2	-3	-1	3	0.2	-12	-5	-1	-0.6	-0.9
C#CCOCCOCCOCCNc1nc(N2CCN(C(=O)[C@H](CCCCN)n3cc([C@@H](N)CC(C)C)nn3)CC2)nc(N2CCN(C(=O)[C@H](Cc3cc4ccccc4[nH]3)n3cc([C@@H](N)Cc4ccc(O)cc4)nn3)CC2)n1
    -99	2	-2	-105	-0.2	-1	1	6	-3.4	/
CN(C)/C=N/C(=S)Nc1ccccc1Cl
    -2	-2	-1	0	-0.7	-6	-5	3	-0.3	0.0
Cn1c(SCc2nnc(-c3ccccc3)o2)nc2ccccc21
    1	-3	5	1	0.0	2	-1	1	0.0	1.5
Cc1ccc(C(=O)NNC(=O)c2cc3cc4ccccc4nc3s2)cc1
    54*	-6	6	-7	-0.2	2	83*	18	51*	1.7
COc1ccc(N2CCN(C(=O)C3COc4ccccc4O3)CC2)cc1 (stereo not drawn)
    3	-3	-9	1	0.0	4	-4	0	-1.3	-1.6
CC(C)[C@H](NC(=O)c1ccccc1)C(=O)Nc1cccc(S(=O)(=O)N2CCOCC2)c1
    -6	0	-8	1	-0.2	0	-5	0	-0.2	0.3
COc1cc(CNc2ccccc2)c([N+](=O)[O-])cc1OC
    -16	-6	1	-12	-1.1	0	-6	-2	-0.1	3.1
COc1ccc(/C=C(\C#N)c2cc(OC)c(OC)cc2[N+](=O)[O-])cc1
    -3	-5	-4	-10	-0.5	4	-16	0	1.0	0.5
Cc1cc(Nc2ncc(Cl)cc2Cl)n(-c2ccccc2)n1
    -2	7	3	5	1.0	-8	-8	-1	0.3	1.2
CC1CC1C(=O)N1CCN(S(=O)(=O)c2cccc(F)c2)CC1 (stereo not drawn)
    1	-4	-2	-2	-0.4	-8	-8	-2	-1.5	1.0
CC(C)NC(=O)c1ccc2c(c1)nnn2C
    0	-1	6	-1	-1.3	2	0	0	0.9	-0.7
COc1ccccc1C(=O)NCC(=O)Nc1cccnc1
    3	-4	5	0	0.6	-3	/	8	-0.7	/
CCOc1ccccc1Nc1ccc2nonc2c1[N+](=O)[O-]
    2	-3	-1	-37	-1.0	-1	-10	-1	1.2	1.6
COc1cc([N+](=O)[O-])c2nc(C=NNC(N)=S)ccc2c1
    -11	-4	5	26	0.1	11	-5	-1	2.2	2.2
CC(c1nnnn1C(C)(C)C)N(Cc1cccnc1)Cc1ccccc1Cl (stereo not drawn)
    0	-9	0	0	-0.2	2	-7	0	-0.9	0.6
O=C(NCc1ccccc1)C(C1CC1)n1c(=O)c(-c2ccco2)nc2ccccc21 (stereo not drawn)
    /	/	/	-19	-0.2	-50	/	/	2.9	0.2
CCOc1ccc2nc(N3CCC(C(=O)N4CCN(c5ncccn5)CC4)CC3)sc2c1
    -1	-6	0	0	-0.9	-5	2	-1	0.4	-0.8
CCC(C)(C(=O)NC1CCCC1)N(C(=O)Cc1cccs1)c1c(C)n(C)n(-c2ccccc2)c1=O (stereo not drawn)
    4	-1	0	1	-0.6	-4	-7	-1	0.6	-0.9
CC1CCN(S(=O)(=O)c2ccc3ncn(CC(=O)N(C)C4CCCCC4)c(=O)c3c2)CC1
    0	-8	-2	0	-1.0	-1	9	1	2.2	-0.2
CCCCOc1ccc(C(=O)N/C(=C/C=C/c2ccccc2)C(=O)N2CCOCC2)cc1
    -3	-5	-8	-5	0.0	7	-5	1	1.1	1.2

(more compounds)
Value order – DNMT1 inh	MsrA act	E coli Lon inh	SUMO1-SIM PPI	TbMetRS inhib	NRP1-CendR mod	Scp-1 inhibitor	STEP block	LMPTP inh	MsrA inh
Cc1ccc(-n2c(SCn3nnc4ccccc4c3=O)nnc2-c2cccnc2)c(C)c1
    2	0	0	-5	-0.5	-7	-4	-3	7.0	0.7
O=C(O)c1cn2c3c(ccc(Cl)c3c1=O)OCC2
    2	-8	2	2	-1.0	12	7	5	-0.4	2.6
CC(C)CCNC1=NCCCCC1
    0	-3	-6	3	0.0	10	-3	-1	-0.8	-1.1
CCCCCCCCCC(=O)NNC(=O)c1c(O)c2ccccc2n(CCC)c1=O
    8	1	2	5	0.1	-10	-5	-2	-6.0	-0.5
Cc1c(Br)c([N+](=O)[O-])nn1CC(=O)N1CCN(C23CC4CC(CC(C4)C2)C3)CC1
    -1	0	-10	-20	-0.5	17	0	3	-1.3	1.2
COc1ccc(CCC(=O)NCCS(=O)(=O)N2CCN(c3ccccc3F)CC2)cc1
    3	-2	-2	0	-0.2	-3	-5	-2	0.4	-0.6
Cc1onc(-c2ccccc2)c1-c1n[nH]c(=S)n1-c1ccc(C(=O)O)cc1
    0	4	-1	4	0.0	3	-10	0	-1.0	0.0
Cc1cccnc1NC(=O)C1CCCN(S(=O)(=O)c2ccc3c(c2)oc(=O)n3C)C1 (stereo not drawn)
    -3	-3	0	4	0.2	0	-9	-2	-0.7	-0.5
Cc1ccc(S(=O)(=O)N(C)C)cc1NC(=S)Nc1ccc2[nH]c(=O)[nH]c2c1
    0	-4	-8	1	-0.6	2	-5	0	-1.6	1.8
O=C1CSc2ccccc2N1Cc1ccccc1F
    -3	-1	0	0	-0.6	-7	-9	3	-0.4	-0.7
Cc1cc(NC(=O)CSc2nnc(-c3cccc(F)c3)n2N)no1
    13	-1	-8	6	-0.2	7	11	4	0.7	-0.2
COc1ccc(-c2ccc(SCC(=O)Nc3nccs3)nn2)cc1OC
    3	-17	-13	4	-0.9	0	-1	0	-0.4	-1.6
O=C(Cc1cccs1)NCCS(=O)(=O)N1CCN(c2ccccc2F)CC1
    1	-7	-13	1	-0.5	6	4	-1	0.0	1.2
